TMEM16A act: mouse TMEM16A channel activation, primary screen | Q8BHY3 | B-score at 10 µM | HEK293 TMEM16A/YFP-H148Q/I152L, iodide quench fluorescence; active compounds read low | AID 623877 | 340,000 tested, 0.3% active;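 active means fluorescence-ratio B-score plate-corrected deviation score at least 3 library SD below zero, with starting fluorescence score within 5 deviations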;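 further: channel opened by trigger with iodide after compound preincubation; score built on the fluorescence ratio of max minus min over baseline; more negative score means more quench and so TMEM16A activation or potentiation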
Target sequence (Q8BHY3 whole entry, looked up): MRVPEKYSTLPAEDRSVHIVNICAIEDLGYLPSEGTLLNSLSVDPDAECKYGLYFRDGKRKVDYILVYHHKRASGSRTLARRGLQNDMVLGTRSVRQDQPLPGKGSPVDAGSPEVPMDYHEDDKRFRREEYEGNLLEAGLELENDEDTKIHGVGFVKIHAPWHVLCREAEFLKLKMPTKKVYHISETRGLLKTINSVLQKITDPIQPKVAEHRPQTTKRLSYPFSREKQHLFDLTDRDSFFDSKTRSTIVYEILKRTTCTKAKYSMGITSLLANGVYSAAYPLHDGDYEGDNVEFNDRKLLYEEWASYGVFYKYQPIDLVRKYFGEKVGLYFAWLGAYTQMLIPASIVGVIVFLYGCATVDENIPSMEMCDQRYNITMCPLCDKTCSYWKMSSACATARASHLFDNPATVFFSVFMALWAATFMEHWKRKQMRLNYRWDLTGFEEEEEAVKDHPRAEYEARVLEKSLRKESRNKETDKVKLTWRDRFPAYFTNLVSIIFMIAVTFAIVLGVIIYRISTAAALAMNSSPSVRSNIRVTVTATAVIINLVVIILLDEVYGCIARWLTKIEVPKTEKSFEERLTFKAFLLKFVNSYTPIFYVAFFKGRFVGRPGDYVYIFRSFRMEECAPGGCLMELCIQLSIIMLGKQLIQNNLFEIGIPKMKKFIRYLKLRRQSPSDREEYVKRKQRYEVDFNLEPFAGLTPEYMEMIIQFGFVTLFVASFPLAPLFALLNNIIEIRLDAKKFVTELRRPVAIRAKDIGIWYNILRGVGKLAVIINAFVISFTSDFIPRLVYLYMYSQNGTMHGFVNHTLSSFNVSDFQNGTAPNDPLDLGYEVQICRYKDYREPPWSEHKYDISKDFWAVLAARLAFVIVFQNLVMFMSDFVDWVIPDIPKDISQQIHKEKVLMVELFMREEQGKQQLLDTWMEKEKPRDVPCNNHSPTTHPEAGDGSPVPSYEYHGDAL
Calls only; i = inactive.

SMILES,TMEM16A act
O=C(NCCCN1C(=O)c2ccccc2C1=O)OCc1ccccc1,i
CCOC(=O)C1C(=O)CC(C)(O)C(C(=O)OCC)C1/C=C/c1ccccc1 (stereo unspecified),i
O=C(NNC(=O)c1ccc(Br)o1)c1ccc(NS(=O)(=O)c2cccs2)cc1,i
Cc1ccc(Nc2c(O)nc[nH]c2=O)cc1,i
CC(=O)Nc1ccc(NC(=O)c2cc(C3CC3)nc3c2cnn3C(C)C)cc1,i
CCCCCCCCNc1ncnc2[nH]ncc12,i
Cc1ccc(S(=O)(=O)N2CCN(C(=O)COC(=O)/C=C/c3cccc(Cl)c3)CC2)c(C)c1,i
CCCN(Cc1nnc(-c2cccs2)o1)C(=O)CN1C(=O)NC2(CCCCC2)C1=O,i
NC(=O)c1ccsc1NC(=O)COC(=O)CCCOc1ccccc1,i
COC(=O)c1ccccc1S(=O)(=O)N1CCC(C(=O)OC(C)C(=O)N(C)Cc2ccccc2)CC1 (stereo unspecified),i
O=C(COC(=O)Cn1[nH]c(=O)c2ccccc2c1=O)NNC(=O)c1ccc(Br)cc1,i
CN(CC(=O)Nc1ccc(F)cc1)C(=O)c1cc(-c2cccs2)nn1-c1ccccc1,i
C/C(=N\NC(=O)CCC(=O)NCc1ccccc1)c1ccc([N+](=O)[O-])cc1,i
C=CCNc1nc2c(c(=O)[nH]c(=O)n2C)n1Cc1cccc(C)c1,i
Cc1ccc(NC(=O)CSc2nnc(COc3ccccc3F)n2N)cc1S(=O)(=O)N1CCOCC1,i
COc1cc(/C=N/NC(=O)c2ccccc2NS(=O)(=O)c2cccs2)ccc1O,i
COc1cccc(N2CCN(CC(=O)NC(=O)NC3CCCCC3)CC2)c1,i
O=C(COC(=O)COc1cccc(Br)c1)Nc1ccc(F)cc1F,i
O=C(COC(=O)Cc1ccc(Br)cc1)NCc1ccc2c(c1)OCO2,i
COCCn1c(C)cc(/C=C(\C#N)C(=O)OCC(=O)Nc2ccc(S(N)(=O)=O)cc2)c1C,i
Nc1ccc(S(=O)(=O)c2cc(O)c3ccccc3c2O)cc1,i
Cc1cnn(C(=O)Cn2nc(C(F)F)c(Br)c2C)c1,i
COc1ccc(OC)c(NC(=O)C(C#N)=Cc2ccco2)c1,i
Cc1cccc(OCc2nnc(SCC(=O)N(C)C3CCCCC3)o2)c1,i
COc1ccc(Cc2nc3c([nH]2)c(=O)n(C)c(=O)n3C)cc1OC,i

Additional structures.
SMILES,TMEM16A act
CC(=NO)c1ccc2c(c1)Cc1cc([N+](=O)[O-])ccc1-2,i
S=c1[nH]ccc2ccccc12,i
Cc1ccc(NC(=O)c2cc(S(=O)(=O)N3CCCCC3)ccc2N2CCOCC2)cc1S(=O)(=O)N(C)C,i
O=S1c2ccccc2Sc2ccccc21,i
COc1ccccc1C=NN=Cc1ccccc1OC,i
O=C(CN1CCCc2ccccc21)Nc1cccc(S(=O)(=O)N2CCOCC2)c1,i
CC(=NNC(=S)N1CC2CCC(CC2)C1)c1ccncn1,i
COC1OC(CO)C(N=C(C)C)C1O (stereo unspecified),i
O=C1CN(S(=O)(=O)c2cccc(Cl)c2Cl)CCN1,i
Cc1occc1-c1nnc(SCC(=O)N2CCCCC2)n1C,i
O=C1NC(=O)C2(CCCC2c2ccccc2)N1 (stereo unspecified),i
Cc1nnc(NC(=O)C2CCN(S(=O)(=O)c3ccc(F)c(Cl)c3)CC2)o1,i
Cc1ccc(OCCNC(=O)c2cccc(S(=O)(=O)N3CCN(Cc4ccccc4)CC3)c2)cc1,i
c1ccc(-c2csc(CN3CCCCC3)n2)cc1,i
Cc1ccc(OCCC(=O)Nc2ccc(S(=O)(=O)N3CCCC3)cc2)cc1,i
O=C(COc1ccccc1F)OCC(=O)N1CCc2ccccc21,i
CCOc1ccc(NS(=O)(=O)c2cc(C(=O)N3CCN(c4ccccc4O)CC3)ccc2Cl)cc1,i
c1cc(N2CCCCC2)nc(N2CCCCC2)n1,i
COc1ccc(OC)c(C(=O)COC(=O)c2cccnc2SC)c1,i
COC(=O)C1=C(C)NC(C)=C(C(=O)OC)C1C(=O)OCC(=O)N1CCCCC1C (stereo unspecified),i
COc1ccc(CNC(=O)CN2C(=O)NC3(CCCc4sccc43)C2=O)cc1 (stereo unspecified),i
O=C(CN1CCCC1c1cccs1)N1CCN(S(=O)(=O)c2ccccc2)CC1 (stereo unspecified),i
Cc1ccc(NC(=O)COC(=O)c2cc(=O)c3cc(F)ccc3o2)cc1,i
S=C1NCC(c2ccccc2)S1 (stereo unspecified),i
CCc1cc(C(=O)Nc2cc(S(=O)(=O)N3CCOCC3)ccc2N2CCN(CC)CC2)sc1C,i

More results follow:
SMILES | TMEM16A act
O=C(C1CCCCC1C(=O)N1CCCCC1)N1CCCCC1 (stereo unspecified) | i
Cc1ccc2nc(-c3ccccc3)nn2c1 | i
O=[N+]([O-])c1ccc(NN=Cc2cccc([N+](=O)[O-])c2)cc1 | i
O=C(COC(=O)c1ccc(O)cc1O)NC1CCCCCC1 | i
C/C=C/C(=O)N[C@@H]1c2ccccc2CC[C@@H]1OCc1ccccc1 | i
CC(C)C(=O)COc1c2occc2cc2ccc(=O)oc12 | i
CCCCNC(=O)c1ccccc1C(=O)NC1(C(=O)NCCCC)CCCC1 | i
CCSc1nc(COC(=O)NC)c(COC(=O)NC)n1C | i
O=C(OCC(=O)N1CCc2ccccc21)c1cc(S(=O)(=O)N2CCOCC2)ccc1F | i
Cc1cccc(N2CCN(C(=O)c3ccc4ncsc4c3)CC2)c1C | i
C=C(C)C(COc1c2occc2cc2ccc(=O)oc12)OC(C)(C)C(O)COc1c2occc2cc2ccc(=O)oc12 (stereo unspecified) | i
CCOc1ccc(C(=O)N[C@H](C(=O)Nc2cccc(S(=O)(=O)N3CCOCC3)c2)C(C)C)cc1 | i
Cc1cc2c(SCc3ccccc3Cl)nc(N)nc2nc1C | i
CCN1C[C@@H]2[C@@H]3C(=O)N(Cc4ccccc4)C(=O)[C@@H]3[C@](CC)(C1=O)N2C(=O)c1ccc(Br)cc1 | i
CCOC(=O)C1=C(c2ccccc2)c2ccccc2N(S(=O)(=O)C(F)(F)F)C1C(=O)OCC (stereo unspecified) | i
CC(C)=CCC/C(C)=C/CNC(=O)C[C@H]1C[C@H](C(=O)N2CCOCC2)[C@@]2(C)c3[nH]c4cc(-c5ccco5)ccc4c3CCN2C1=O | i
CCCn1cnc2c(SCCc3ccccc3)nc(N)nc21 | i
Nc1nc(=S)c2[nH]c(=S)[nH]c2[nH]1 | i
COc1cc(NC(=O)CN2C(=O)COc3ccccc32)cc(OC)c1 | i
CC(=O)c1ccc2c3c(cc(C)c2c1)CCCC3 | i

In the list so far, three have a nitro group on carbon.
SMILES | TMEM16A act
C/C(=N\NC(=O)CCC(=O)NCc1ccccc1)c1ccc([N+](=O)[O-])cc1 | i
CC(=NO)c1ccc2c(c1)Cc1cc([N+](=O)[O-])ccc1-2 | i
O=[N+]([O-])c1ccc(NN=Cc2cccc([N+](=O)[O-])c2)cc1 | i

More structures.
SMILES | TMEM16A act
COc1cc(/C=C/C(=O)OCC(=O)N2CCN(S(=O)(=O)c3ccc(C)cc3C)CC2)ccc1OC(F)F | i
CCN(CC(=O)Nc1ccccc1C(F)(F)F)C(=O)c1ccccc1OCc1ccc(F)cc1 | i
COc1ccccc1N(C)S(=O)(=O)c1ccc(Cl)c(C(=O)Nc2ccccc2N2CCOCC2)c1 | i
Oc1cccnc1CN1CCOCC1 | i
CC(C)=CCOc1c2ccoc2c(OCC=C(C)C)c2oc(=O)ccc12 | i
O=C(c1ccc([N+](=O)[O-])cc1)N(Cc1ccccc1)Cc1ccccc1 | i
C=C(NS(=O)(=O)c1ccc(C)cc1)C(=O)OC | i
Cc1ccc(S(=O)(=O)/N=C2\C=C(NS(=O)(=O)c3ccccc3)C(=O)c3ccccc32)cc1 | i
CCOc1ccccc1Nc1nc(N)nc(Cl)c1CC | i
O=C(Nc1ccc(N2CCCC2)c(Cl)c1)c1ccc([N+](=O)[O-])o1 | i
COc1ccc(CCc2ccnc3ccccc23)cc1 | i
CCCCN(C(=O)CSCc1ccc(C)cc1)c1c(N)n(Cc2ccccc2)c(=O)[nH]c1=O | i
O=C1CC2CC1C(C(=O)O)C2C(=O)O (stereo unspecified) | i
Cc1cc(NC(=O)CSc2nc3cc(Cl)ccc3c(=O)n2C(C)C)no1 | i
c1ccc(C(CN2CCCCC2)Oc2ccccn2)cc1 (stereo unspecified) | i
O=C1NC(=S)NC(=O)C1Nc1ccc(Cl)cc1 | i
CN(CC(=O)Nc1ccc(Cl)cc1)C(=O)C1CCCC1 | i
COc1ccc(C(=C(CC(=O)O)C(=O)OC(C)(C)C)c2cc(OC)c(OC)c(OC)c2)cc1OC | i
CC(=O)Nc1c(Cl)c(Cl)c2c(c1Cl)C(=O)c1cc(Cl)ccc1-2 | i
O=C1Nc2ccc([N+](=O)[O-])cc2C1=Nc1cccc(CO)c1 | i

Another view of some results above.
TMEM16A act | mol
i | COc1ccccc1N(C)S(=O)(=O)c1ccc(Cl)c(C(=O)Nc2ccccc2N2CCOCC2)c1
i | COc1ccc(C(=C(CC(=O)O)C(=O)OC(C)(C)C)c2cc(OC)c(OC)c(OC)c2)cc1OC
i | CCCCN(C(=O)CSCc1ccc(C)cc1)c1c(N)n(Cc2ccccc2)c(=O)[nH]c1=O
i | O=C1NC(=S)NC(=O)C1Nc1ccc(Cl)cc1
i | c1ccc(C(CN2CCCCC2)Oc2ccccn2)cc1 (stereo unspecified)
i | Cc1ccc(S(=O)(=O)/N=C2\C=C(NS(=O)(=O)c3ccccc3)C(=O)c3ccccc32)cc1

Next section:
SMILES | TMEM16A act
C#CCOCCOCCOCCNc1nc(N2CCN(C(=O)Cn3cc(CCO)nn3)CC2)nc(N2CCN(C(=O)[C@H](Cc3ccc(O)cc3)n3cc(CCO)nn3)CC2)n1 | i
Cc1ccc(C(=O)NCC(=O)Nc2ccc3c(c2)CCC3)cc1C | i
CN(C(=O)COC(=O)c1ccc2c(c1)OCCO2)C1CCCCC1 | i
CC1CN(CCN2CC(C)N(C=O)CC2C)C(C)CN1C=O (stereo unspecified) | i
O=C(NC1CCCCC1)c1ccc([N+](=O)[O-])cc1 | i
Cc1ccc(/C=C2/SC(=O)NC2=S)o1 | i
C[C@@H]1C(c2ccc(F)cc2)=NN(c2ccc(Br)cc2)[C@H]1C(=O)N1CCOC1=O | i
CC(C=Cc1ccccc1)=NNS(=O)(=O)c1ccc([N+](=O)[O-])cc1 | i
CC(C)CC1(C)CNC(=O)NC1 | i
Cc1ccc(-c2c(C)cc3oc(=O)cc(-c4ccccc4)c3c2C)cc1 | i
NC(=O)NN=C1CCn2cccc21 | i
Cc1ccc(C)c(S(=O)(=O)NC2CCSC2=O)c1 (stereo unspecified) | i
Cc1cc2[nH]c3c4ccccc4nc(C)c3c2cc1C | i
COc1ccc(C(CCN2CCOCC2)c2c(OC)cc(OC)c3ccc(=O)oc23)cc1 (stereo unspecified) | i
CCCn1c(SCC(=O)N2c3ccccc3CC2C)n[nH]c1=O (stereo unspecified) | i
COc1ccc(NC(=O)CN2C(=O)NC3(CCCC3)C2=O)cc1S(=O)(=O)N1CCCCC1 | i
Cc1ccccc1NC(=O)COC(=O)CCC(=O)c1cccs1 | i
CCC(C)n1c(-c2cccc(S(=O)(=O)N3CCOCC3)c2)n[nH]c1=S (stereo unspecified) | i
O=C1NC(=O)N(Cc2ccccc2)CC1Br (stereo unspecified) | i
CCCCOCC1CC(CC#CCN2CCCCC2)C(=O)O1 (stereo unspecified) | i

Laid out differently: 4 of the compounds above.
Structure: C=C(C)C(COc1c2occc2cc2ccc(=O)oc12)OC(C)(C)C(O)COc1c2occc2cc2ccc(=O)oc12 (stereo unspecified)
  TMEM16A act: i

Structure: CCOc1ccc(C(=O)N[C@H](C(=O)Nc2cccc(S(=O)(=O)N3CCOCC3)c2)C(C)C)cc1
  TMEM16A act: i

Structure: Cc1cc2c(SCc3ccccc3Cl)nc(N)nc2nc1C
  TMEM16A act: i

Structure: CCN1C[C@@H]2[C@@H]3C(=O)N(Cc4ccccc4)C(=O)[C@@H]3[C@](CC)(C1=O)N2C(=O)c1ccc(Br)cc1
  TMEM16A act: i

Later entries.
SMILES | TMEM16A act
Cc1ccc(C(=O)NC(Cc2cccc(F)c2)C(=O)O)cc1 (stereo unspecified) | i
CC(C(=O)O)c1cccc(Oc2ccccc2)c1 (stereo unspecified) | i
CC(C)Cn1cnc2c(Sc3c([N+](=O)[O-])ncn3C)nc(N)nc21 | i
CCCCCc1ccnc(CC(=O)c2ccc(OC)cc2)c1 | i
CC(C(C(=O)N1CCCCC1)N1CCCCC1)N1CCCCC1 (stereo unspecified) | i
CCC1(CC)C(C#N)C(=O)NC(=O)C1C#N (stereo unspecified) | i
CC1(C)C(CC(=O)O)CC1C(=O)O (stereo unspecified) | i
C=C(CN(C)C)C(=O)c1ccc(C)cc1C | i
CC1=C(C(=O)O)N2C(=O)C(NC(=O)c3c(F)cccc3F)C2SC1 (stereo unspecified) | i
CCC1(c2ccccc2)C(=O)N=C(N)N(C#N)C1=O (stereo unspecified) | i
NNc1ccccc1C(F)(F)F | i
COc1ccc(OC)c(S(=O)(=O)Nc2ccccc2C(=O)N2CCCCC2)c1 | i
CCCc1cc2c(cc1NC(=O)Cc1ccccc1)OCO2 | i
ClCCn1cnc2c(SCc3ccccc3)ncnc21 | i
Cn1c(N)c(C(=O)CSc2nnc(-c3cccs3)n2C2CC2)c(=O)[nH]c1=O | i
OCC(O)C1OC(Oc2ccccc2)C(O)C(O)C1O (stereo unspecified) | i
NC(=S)n1[nH]c(-c2ccc([N+](=O)[O-])cc2)c(N=Nc2ccc(Cl)cc2)c1=O | i
O=C(N[C@@H](Cc1c[nH]c2ccccc12)C(=O)O)OCC1c2ccccc2-c2ccccc21 | i
CCCOc1ccc(C(=O)CCC(=O)OCC(=O)N2CCN(S(=O)(=O)c3ccc(C)cc3C)CC2)cc1 | i
COc1cccc2cc(C(=O)OCC(=O)NC3CCCC(C)C3C)c(=O)oc12 (stereo unspecified) | i
c1cc2c3c(cccc3c1)-c1cnccc1-2 | i
O=C1C2CCCN2C(=S)N1c1cc(Cl)ccc1Cl (stereo unspecified) | i
O=C(COC(=O)c1ccccc1Cl)Nc1cccnc1Cl | i

Screens (PubChem BioAssay)

An excerpt; count on the stated rates, not on these rows.
